# TrxR1 substrate: is turned over as a substrate by rat TrxR1. O89049. purified TrxR1 substrate turnover, NADPH consumption readout. Potency, µM (top dose mostly 114 µM), inactives show at the top dose activity change, negative = substrate turnover. 390,000 tested, 0.01% active; also: potency is read from the fitted curve at half-maximal effect; % is scaled to controls: 0 for no effect and ±100 for the full control effect; nearly all actives have a fitted effect of over 50% in size
#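 Rat TrxR1, dispensed at 90 nM, was prereduced with 400 uM NADPH (final) for 5 min at ~22 deg C, then incubated with compound 15 min before 400 uM selenite. A first-read NADPH fluorescence drop versus no-compound background flagged substrates.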
# D2 agonist: agonists of human D2 dopamine receptor; HEK293 T-REx D2 cells, calcium flux agonist mode; activation, % at 2 µM; 340,000 tested, 0.53% active;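 active = activation over 3 SD above normal in the single-dose calcium agonist read, cut at about 30% in these data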; also: 0% is about no effect
# Target sequence (P14416 whole entry, looked up): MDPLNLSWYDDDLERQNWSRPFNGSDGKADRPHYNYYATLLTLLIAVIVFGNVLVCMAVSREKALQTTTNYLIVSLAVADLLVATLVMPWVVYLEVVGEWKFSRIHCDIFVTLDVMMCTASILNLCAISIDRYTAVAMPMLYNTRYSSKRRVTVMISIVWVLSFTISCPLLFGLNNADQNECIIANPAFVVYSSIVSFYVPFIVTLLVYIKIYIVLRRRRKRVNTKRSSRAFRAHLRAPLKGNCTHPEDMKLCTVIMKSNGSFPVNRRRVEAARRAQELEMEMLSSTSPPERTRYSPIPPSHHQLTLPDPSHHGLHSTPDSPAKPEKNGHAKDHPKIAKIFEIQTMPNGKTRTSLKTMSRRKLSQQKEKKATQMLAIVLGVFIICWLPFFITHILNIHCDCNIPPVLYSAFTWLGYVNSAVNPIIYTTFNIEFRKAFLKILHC
#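 Tetracycline-induced HEK293 Trex cells with D2 receptor force-coupled to calcium signaling, plated overnight at 30 C and loaded with no-wash calcium dye. Calcium flux read kinetically for 180 s after compound addition; responses flag agonists.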
# USP1-UAF1 inh: blocks the human USP1/UAF1 deubiquitinase complex; Potency, µM (doses to about 57.1 µM), inactives show top-dose activity change, negative = inhibition, hits mostly inhibitors; recombinant USP1/UAF1, Ub-Rhodamine cleavage fluorescence; 390,000 tested, 0.23% active; O94782; AID 743255; also: potency is read from the fitted curve at half-maximal effect; % is scaled to controls: 0 for no effect and ±100 for the full control effect; nearly all actives have a fitted effect of over 60% in size; inactives centre near -12
#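 USP1/UAF1 complex at 1 nM was preincubated with compound for 15 min at room temperature, then Ub-Rho substrate (150nM final) was added. Fluorescence (480/540 nm) was read kinetically, 6 reads every 60 seconds.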
# TRHR enhancer: TRH receptor (human) allosteric enhancement | P34981 | TRHR cells, fluo-8 calcium fluorescence, EC20 TRH enhancement | enhancement, % at 2 µM | 360,000 tested, 0.66% active | AID 493056; in the data active = enhancement above about 30%; also: 0% is about no effect
#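 Enhancer read-out: after compound pinning and an initial kinetic agonist-mode read, an EC20 of TRH (10 nM final) was injected and fluo-8 calcium signal (Ex 480/Em 530) followed at 1 s/cycle for 100 cycles in TRHR-expressing cells.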
# TrxR1 inh: blocks rat thioredoxin reductase 1 | 390,000 tested, 1% active | recombinant rTrxR1, NADPH fluorescence consumption, selenite substrate | Potency, µM (doses to about 114 µM), without a hit: top-dose activity change, negative = inhibition, hits mostly inhibitors | O89049 | AID 588453; also: potency is read from the fitted curve at half-maximal effect; % is scaled to controls: 0 for no effect and ±100 for the full control effect; nearly all actives have a fitted effect of over 65% in size
#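 Rat TrxR1 (90 nM in the dispensed reagent) was pre-reduced with 400 uM NADPH for 5 min at room temperature, then incubated with compound for 15 min. After 400 uM selenite was added, NADPH fluorescence (Ex 340/Em 450 nm) was followed for 8 min.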
# PI4K2A block: PI4K2A (human) kinase inhibition; 420,000 tested, 0.13% active; AID 1346378; activity change, negative = inhibition, % at 76.9 µM; Q9BTU6; purified PI4K2A, ADP-Glo luminescence, 1 h; active compounds read low; in the data active = activity change below about -50%; inconclusive = mostly about -30% to -49%;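 also: -100% = wells without enzyme as full effect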
#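 In this quantitative HTS, ADP production by PI4K2A was quantified luminescently after 1 h at ambient temperature; 100 microM adenosine served as plate-quality control.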
# TRHR ag: TRH receptor (human) agonism. TRHR cells, calcium flux fluo-8, FDSS agonist mode. activation, % at 2 µM. 360,000 tested, 0.18% active; in the data active = activation above about 30%; also: 0% is about no effect
#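 TRHR-expressing cells loaded with fluo-8 calcium dye; 23 nL library compound pin-transferred, kinetic FDSS fluorescence (Ex 480/Em 530) recorded about 180 s for agonist-induced calcium release, before a 10 nM TRH EC20 addition for potentiator mode.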
# D2 antag: antagonizes the human D2 dopamine receptor. inhibition, % at 10 µM. HEK293 TREx D2 cells, calcium flux, dopamine EC80. AID 485344. 340,000 tested, 2% active. P14416; in the data active = inhibition above about 30%; also: 0% is about no effect
#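 Calcium flux kinetic readout in an inducible HEK293 TREx D2 line plated overnight at 30 C. After 180 s compound exposure, an EC80 dopamine challenge follows with another 180 s kinetic read to detect antagonism.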
# IDH1 R132H inh: blocks human mutant IDH1 R132H enzyme | O75874 | IDH1-R132H enzyme, NADPH consumption, diaphorase/resazurin fluorescence | Potency, µM (doses to about 76.6 µM), inactives show at the highest dose activity change, negative = inhibition, usual class: inhibitors | 390,000 tested, 0.093% active; also: potency is read from the fitted curve at half-maximal effect; % is scaled to controls: 0 for no effect and ±100 for the full control effect; nearly all actives have a fitted effect of over 65% in size
# Target sequence (O75874 whole entry R132H, stated change not applied): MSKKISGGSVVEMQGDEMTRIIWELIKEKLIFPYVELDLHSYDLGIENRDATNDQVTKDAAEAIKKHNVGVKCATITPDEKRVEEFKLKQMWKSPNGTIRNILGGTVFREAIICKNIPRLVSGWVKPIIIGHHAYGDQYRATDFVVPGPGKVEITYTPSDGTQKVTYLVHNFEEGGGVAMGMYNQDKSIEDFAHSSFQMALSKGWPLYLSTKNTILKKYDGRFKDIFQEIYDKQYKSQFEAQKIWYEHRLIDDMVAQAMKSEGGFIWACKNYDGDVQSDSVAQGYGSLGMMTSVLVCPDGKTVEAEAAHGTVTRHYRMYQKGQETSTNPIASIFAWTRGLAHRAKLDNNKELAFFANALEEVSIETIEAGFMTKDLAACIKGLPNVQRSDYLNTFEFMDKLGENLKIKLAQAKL
#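 IDH1-R132H (0.5 ug/mL) preincubated 30 min with compound, then NADPH (0.016 mM) and alpha-KG (2 mM) added; 80 min at RT, pH 7.5. Remaining NADPH coupled via diaphorase/resazurin to fluorescence (540/590 nm); concentration-response curves normalized to no-enzyme control.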
# Starred values were filed as active, the others as inactive; ? = inconclusive; / = no result given; & = joins results of further samples; [ ] = another dose, or the depositor's remark. Unless noted, calls follow the shape of the dose curve; as a rule, active = well fitted inhibition curve with a large enough effect; inconclusive = small, poorly fitted or top-dose-only effect; inactive = no such curve, though single readings can be large or run the other way.
SMILES,TrxR1 substrate,D2 agonist,USP1-UAF1 inh,TRHR enhancer,TrxR1 inh,PI4K2A block,TRHR ag,D2 antag,IDH1 R132H inh
COc1cc(-c2noc(C)c2C#CC2(N)CCCCC2)cc(OC)c1OC,-1%&-3%,-0.3,11%,-9,-8%&-1%,-2,-0.3,5,-3%
CN1CC2(C)CN(C(c3ccccc3)c3ccccc3)CC(C)(C1)C2O (stereo not given),1%,0.1,-6%,2,-3%,-1,0.3,-3,12%
O=c1[nH]c(=O)c2nc3c4ccccc4c4ccccc4c3nc2[nH]1,-1%,3.1,-23%,-1,19%[57.1 µM],-1,3.7,11,0%
Cc1onc(C(=O)Nc2cccnc2Cl)c1[N+](=O)[O-],4%,-0.2,-10%,-5,?,-2,1.1,6,0%
Cn1c(CNC(=O)CSc2nc(-c3cccc(Cl)c3)nc3cc(=O)[nH]n23)nc2ccccc21,-1%[57.1 µM],0.2,-24%,-1,11%[57.1 µM],-3,-0.7,/,9%
O=C(c1ccc(=O)[nH]c1)N1CCN(S(=O)(=O)c2ccc3ccccc3c2)CC1,1%,-0.3,-25%,3,-2%,-3,0.1,-3,-6%
CCN(CC)S(=O)(=O)c1ccc(N=Nc2c(C)[nH]n(C(N)=S)c2=O)cc1,-19%,0.2,-12%,3,?,26,-0.3,6,4%
O=C(Cn1nc(-c2ccccc2)ccc1=O)NCC1CCCO1 (stereo not given),15%,0.7,-3%,-8,22%,4,-0.1,-19,4%
N#CC1CC(c2ccc([N+](=O)[O-])cc2)=NN1c1ccc([N+](=O)[O-])cc1 (stereo not given),-2%,9.8,?,-4,8%,11,17,-10,-3%
O=C1/C(=C/c2cccc([N+](=O)[O-])c2)CCc2ccccc21,-15%,0.3,-10%,-1,-17%,7,-0.7,-15,4%
Cc1ccc(C)c(Cn2c(C(=O)O)c(CNCc3cccs3)c3ccccc32)c1,-2%,0.4,-18%,7,4%,5,-0.3,/,-7%
CCN(CC)C(=O)c1sc2c(c1C)c(=O)n(-c1ccc(OC)cc1OC)c(=O)n2Cc1cc(C)ccc1C,-1%[57.1 µM],0.3,-1%,8,8%[57.1 µM],2,0.2,/,40µM*
COc1ccc(CCNC(=O)CSc2nc(C)nc3c2oc2ccccc23)cc1OC,-9%,0.2,-20%,0,3%[57.1 µM],36,0.1,9,2%
COC(=O)c1oc(-c2ccc(Cl)cc2)nc1C,4%[57.1 µM],-0.7,-6%,3,5%[57.1 µM],2,-0.8,-3,4%
COc1ccccc1NC(=O)CSc1nnc(CCC(=O)Nc2ccccc2F)n1C,-2%,/,3%,1,5%,1,-0.1,/,-6%
CC(C)(C)c1cc(NC(=O)c2cccc(S(=O)(=O)N3CCOCC3)c2)no1,-13%,-0.3,-3%,-2,-15%,0,0.4,4,1%
CCc1ccccc1N1CC(c2nc3ccccc3n2CC(C)C)CC1=O (stereo not given),-3%,1.1,-16%,-4,-10%,3,0.2,/,-8%
Cc1ccc(NC(=O)C2C3C=CC4(O3)C2C(=O)N(CCCN2CCCC2)C4C(=O)NC2CCCCC2)cc1Cl (stereo not given),6%,0.7,?,13,18%,-1,0.2,-1,-2%
O=C(CNC(=O)c1ccc(Br)cc1)N/N=C/c1ccc[nH]1,-6%[57.1 µM],-2.4,-13%,7,3%,-3,0.0,-25,3%
CCCN1C(=O)c2ccccc2NC1c1ccc(Cl)c(Cl)c1 (stereo not given),52%[activator],0.6,-24%,74*,27%,-3,-1.3,-13,-3%

# Three successive compounds from above, quoted:
SMILES,TrxR1 substrate,D2 agonist,USP1-UAF1 inh,TRHR enhancer,TrxR1 inh,PI4K2A block,TRHR ag,D2 antag,IDH1 R132H inh
Cc1ccc(NC(=O)C2C3C=CC4(O3)C2C(=O)N(CCCN2CCCC2)C4C(=O)NC2CCCCC2)cc1Cl (stereo not given),6%,0.7,?,13,18%,-1,0.2,-1,-2%
O=C(CNC(=O)c1ccc(Br)cc1)N/N=C/c1ccc[nH]1,-6%[57.1 µM],-2.4,-13%,7,3%,-3,0.0,-25,3%
CCCN1C(=O)c2ccccc2NC1c1ccc(Cl)c(Cl)c1 (stereo not given),52%[activator],0.6,-24%,74*,27%,-3,-1.3,-13,-3%

# (continued)
SMILES,TrxR1 substrate,D2 agonist,USP1-UAF1 inh,TRHR enhancer,TrxR1 inh,PI4K2A block,TRHR ag,D2 antag,IDH1 R132H inh
CC(C)Cn1c(=O)c2ccccc2n2c(CCC(=O)N3CCN(c4cccc(Cl)c4)CC3)nnc12,-2%,1.9,-7%,-13,15%,-4,0.6,/,-15%
O=C(CN1CC[C@@]2(O)CCCC[C@H]2[C@@H]1c1ccc(F)cc1)NCc1ccco1,14%,0.4,-7%,-8,?,-9,0.7,6,0%
O=C(CSc1nnc(NC2CC2)s1)NN1C(=O)NC2(CCCCC2)C1=O,7%,/,-20%,3,30%,2,0.1,/,2%
CC1Sc2n(c3ccccc3[n+]2C)N=C1c1ccccc1 (stereo not given),-3%,-0.3,-8%,3,-6%,2,0.0,-17,0%
NC(=O)c1ccc[n+](Cc2cccc3ccccc23)c1,-1%[57.1 µM],1.4,-6%,1,-5%[57.1 µM],-4,1.1,3,2%
Cc1ccc(F)cc1NC(=O)CSc1ncccn1,-6%[57.1 µM],-1.9,-9%,-15,7%,-7,-0.2,0,-3%
Cc1cc(C)c(C(=O)/C=C/C=C/c2ccccc2)c(=O)[nH]1,-14%,0.8,-14%,-2,?,3,1.5,25,4%
CN1CCN(C(=S)c2ccc(-c3cccc([N+](=O)[O-])c3)o2)CC1,-17%,-1.0,-26%,1,-26%,-3,-0.7,0,-1%
Cc1ccc(-c2nnn(Cc3nc(N)nc(N4CCOCC4)n3)n2)cc1,3%,-0.7,-11%,6,7%,-6,0.6,-18,2%
COC(=O)c1ccccc1NC(=O)C12CC3CC(C1)CC(n1cnc(Cl)n1)(C3)C2,-2%,-0.4,-13%,-9,8%,9,-0.4,8,0%
CC1CCCCN1C(=O)CNCC1CCCO1 (stereo not given),5%[57.1 µM],-0.1,-15%,17,16%[57.1 µM],0,-0.1,-3,0%
CCOC(=O)c1cc(C(C)(C)C)oc1CNC(=O)c1c(C)oc2c1CCCC2,-8%,0.8,-5%,-3,?,-7,0.3,-3,5%
CCOC(=O)c1cc2c(=O)n3ccccc3nc2n(CC2CCCO2)c1=NC(=O)c1cccc(C(F)(F)F)c1 (stereo not given),82%[activator],-0.8,-11%,4,23%,1,-0.5,/,5%
O=c1nc(-c2ccccc2)n(-c2ccc(Cl)cc2)[nH]1,12%[57.1 µM],-1.4,-5%,1,-13%,3,-0.3,-3,1%
O=C1CN(C(=O)COC(=O)CNC(=O)c2ccccc2)c2ccccc2N1,8%,0.1,-19%,0,9%,-9,0.3,5,3%
Fc1cccc(Cl)c1-c1nnc2ccc(N3CCOCC3)nn12,28%,0.6,-4%,7,-15%,-11,0.9,-2,2%
Cc1cc2nccc(-c3ccc(Cl)cc3Cl)n2n1,0%,-1.1,4%,4,7%,-3,-1.4,1,6%
CC/C(=C(\c1ccc(O)cc1)c1ccc(OCCN(C)C)cc1)c1ccccc1,8%,1.8,-23%,8,21%,1,1.2,-1,-11%
O=C(CN1CCSc2ccccc21)N1CCCCC1,5%[57.1 µM],/,-32%,-1,20%[57.1 µM],-5,0.2,/,5%
CC(=O)N1CCN(C(=O)c2ccc(-c3ccccc3Cl)o2)CC1,-4%,0.0,-15%,6,-7%,3,0.0,-6,0%
O=C(c1sc2cc(F)ccc2c1Cl)N1CCN(c2cccc(Cl)c2)CC1,-1%,/,-19%,-11,-5%,1,0.8,/,6%
COc1ccc(-n2ncc3c2CC(C)(C)CC3NC(=O)CCN2CCCC2=O)cc1 (stereo not given),2%,-0.4,-10%,6,22%,0,-2.7,-15,-5%
CC(=O)Nc1ccc(S(=O)(=O)N(C#N)c2nc(N(C)C)nc(N(C)C)n2)cc1,-6%,-0.7,-19%,-9,3%[57.1 µM],-1,0.5,5,9%
Cc1ccc(S(=O)(=O)N2CCN(Cc3cc(C(C)(C)C)ccc3O)CC2)cc1,-4%,0.7,-22%,2,10%,2,0.1,9,0%
CCN1/C(=C\c2ccc3cc(C)ccc3[n+]2CC)Sc2cc(C)c(C)cc21,-4%,7.6,-15%,2,23%,0,10,3,9%
CCSc1nc(N)nc2c1ncn2C1OC(CO)C(O)C1O (stereo not given),-2%,/,0%,/,-7%,-4,/,/,9%
O=C(c1ccco1)n1nc(-c2ccc(Cl)cc2)nc1NCc1ccccc1,21%,-0.1,6%,7,25%,-3,0.3,/,-11%
CCOP(=O)(OCC)C(NC(=O)Nc1ccc(C)c(Cl)c1)c1ccccc1 (stereo not given),-7%[57.1 µM],-1.4,-12%,-1,12%[57.1 µM],1,-0.7,2,-11%
Cc1cccc2cc(/C=C/C(=O)c3ccco3)c(Cl)nc12,-3%,-1.7,?,-11,-50%,10,1.3,11,6%
O=C(COC(=O)CCNS(=O)(=O)c1ccccc1)NNC(=O)c1ccccc1,6%,-0.4,-23%,-8,20%,1,0.0,7,1%
CC(C#N)(NC(=O)CN1CCN(S(=O)(=O)c2ccc(Br)cc2Cl)CC1)C1CC1 (stereo not given),3%,-0.1,-15%,-2,11%,7,-0.2,3,-3%
COc1cccc(NC2c3ccccc3C(=O)N2Cc2ccccc2Cl)c1 (stereo not given),-4%,-0.5,-13%,-10,12%,1,0.9,5,1%

# Individual results from the list:
# CCOP(=O)(OCC)C(NC(=O)Nc1ccc(C)c(Cl)c1)c1ccccc1 (stereo not given) @ TRHR ag: -0.7
# Cc1cccc2cc(/C=C/C(=O)c3ccco3)c(Cl)nc12 @ TrxR1 substrate: -3%
# O=C(c1ccco1)n1nc(-c2ccc(Cl)cc2)nc1NCc1ccccc1 @ TrxR1 substrate: 21%
# CCSc1nc(N)nc2c1ncn2C1OC(CO)C(O)C1O (stereo not given) @ USP1-UAF1 inh: 0%
# O=C(COC(=O)CCNS(=O)(=O)c1ccccc1)NNC(=O)c1ccccc1 @ TrxR1 substrate: 6%
# COc1cccc(NC2c3ccccc3C(=O)N2Cc2ccccc2Cl)c1 (stereo not given) @ TrxR1 inh: 12%

# Random draw from the library; about 3.9% have a hit in one of these screens.
